Source: PubChem BioAssay (National Center for Advancing Translational Sciences (NCATS))
USP1-UAF1 inh – blocks the human USP1/UAF1 deubiquitinase complex. recombinant USP1/UAF1, Ub-Rhodamine cleavage fluorescence. Potency, µM (top dose mostly 57.1 µM), inactives show at the top dose activity change, negative = inhibition, usual class: inhibitors. hit rate 0.23% among 390,000; note: potency is the fitted concentration of half-maximal effect; % is set by controls: 0 for no effect and ±100 for the full control effect; nearly all actives have a fitted effect of over 60% in size; inactives centre near -12
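Step one: compound is pinned into 1nM USP1/UAF1 in HEPES pH 7.8 buffer with TCEP. Step two: 15 min room-temperature incubation. Step three: Ub-Rho (150nM final) starts cleavage, tracked by fluorescence over six one-minute reads.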
TrxR1 inh – rat TrxR1 inhibition; O89049; Potency, µM (series often up to 114 µM), for the others: top-dose activity change, negative = inhibition, usual class: inhibitors; hit rate 1% among 390,000; AID 588453; recombinant rTrxR1, NADPH fluorescence consumption, selenite substrate; note: potency is the fitted concentration of half-maximal effect; % is set by controls: 0 for no effect and ±100 for the full control effect; nearly all actives have a fitted effect of over 65% in size
Target sequence (O89049 whole entry, looked up): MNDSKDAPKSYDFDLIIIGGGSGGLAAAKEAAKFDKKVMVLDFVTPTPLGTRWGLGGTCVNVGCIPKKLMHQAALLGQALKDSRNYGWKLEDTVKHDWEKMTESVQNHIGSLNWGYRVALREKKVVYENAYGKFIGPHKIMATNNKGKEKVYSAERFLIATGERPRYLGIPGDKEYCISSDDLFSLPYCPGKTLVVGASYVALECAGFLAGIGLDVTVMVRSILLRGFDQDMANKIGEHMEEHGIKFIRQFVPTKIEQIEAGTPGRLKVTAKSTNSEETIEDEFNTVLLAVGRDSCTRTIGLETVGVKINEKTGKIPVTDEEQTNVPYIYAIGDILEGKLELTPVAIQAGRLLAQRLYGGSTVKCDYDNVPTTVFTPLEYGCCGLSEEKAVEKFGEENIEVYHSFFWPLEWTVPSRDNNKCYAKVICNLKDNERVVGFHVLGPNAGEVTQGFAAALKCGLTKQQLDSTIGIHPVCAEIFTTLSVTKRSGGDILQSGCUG
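Rat TrxR1 (90 nM in the dispensed reagent) was pre-reduced with 400 uM NADPH for 5 min at room temperature, then incubated with compound for 15 min. After 400 uM selenite was added, NADPH fluorescence (Ex 340/Em 450 nm) was followed for 8 min.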
TrxR1 substrate – substrates of rat thioredoxin reductase 1; purified TrxR1 substrate turnover, NADPH consumption readout; Potency, µM (highest dose often 114 µM), for inactives: top-dose activity change, negative = substrate turnover; hit rate 0.01% among 390,000; AID 588456; note: potency is the fitted concentration of half-maximal effect; % is set by controls: 0 for no effect and ±100 for the full control effect; nearly all actives have a fitted effect of over 50% in size
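Rat TrxR1, dispensed at 90 nM, was prereduced with 400 uM NADPH (final) for 5 min at ~22 deg C, then incubated with compound 15 min before 400 uM selenite. A first-read NADPH fluorescence drop versus no-compound background flagged substrates.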
D2 agonist – agonists of human D2 dopamine receptor. P14416. HEK293 T-REx D2 cells, calcium flux agonist mode. activation, % at 2 µM. hit rate 0.53% among 340,000. AID 485358;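 active = activation over 3 SD above normal in the single-dose calcium agonist read, cut at about 30% in these data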; note: 0% is about no effect
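Tetracycline-induced HEK293 T-REx cells with force-coupled D2 receptor, plated overnight at 30 C, loaded with no-wash calcium dye. After a 10 s baseline, compound was pin-added and calcium flux read kinetically for 180 s; calcium rises flagged agonists.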
TRHR agonist – agonists of human TRH receptor; activation, % at 2 µM; hit rate 0.18% among 360,000; P34981; TRHR cells, calcium flux fluo-8, FDSS agonist mode; in the data active = activation above about 30%; note: 0% is about no effect
Target sequence (P34981 whole entry, looked up): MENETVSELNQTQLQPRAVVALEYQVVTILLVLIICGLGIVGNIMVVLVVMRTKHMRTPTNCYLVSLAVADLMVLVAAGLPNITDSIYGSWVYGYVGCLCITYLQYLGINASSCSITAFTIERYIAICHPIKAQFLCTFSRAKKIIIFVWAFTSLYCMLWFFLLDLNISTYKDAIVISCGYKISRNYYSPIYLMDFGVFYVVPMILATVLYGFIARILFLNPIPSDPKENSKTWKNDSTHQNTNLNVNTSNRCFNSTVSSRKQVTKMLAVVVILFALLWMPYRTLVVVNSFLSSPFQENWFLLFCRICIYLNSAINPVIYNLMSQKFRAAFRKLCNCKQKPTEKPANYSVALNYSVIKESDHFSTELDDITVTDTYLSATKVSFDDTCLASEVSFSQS
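TRHR-expressing cells loaded with fluo-8 calcium dye; 23 nL library compound pin-transferred, kinetic FDSS fluorescence (Ex 480/Em 530) recorded about 180 s for agonist-induced calcium release, before a 10 nM TRH EC20 addition for potentiator mode.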
D2 antagonist – antagonizes the human D2 dopamine receptor. P14416. HEK293 TREx D2 cells, calcium flux, dopamine EC80. inhibition, % at 10 µM. hit rate 2% among 340,000. AID 485344; in the data active = inhibition above about 30%; note: 0% is about no effect
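Cells plated overnight at 30 C with tetracycline; no-wash calcium dye, 30–90 min RT; 10 s baseline; compound pinned; 180 s read; EC80 dopamine added; another 180 s read.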
IDH1 R132H inh – blocks human mutant IDH1 R132H enzyme. O75874. IDH1-R132H enzyme, NADPH consumption, diaphorase/resazurin fluorescence. Potency, µM (highest dose often 76.6 µM), for the others: at the highest dose activity change, negative = inhibition, actives largely listed as inhibitors. hit rate 0.093% among 390,000. AID 602179; note: potency is the fitted concentration of half-maximal effect; % is set by controls: 0 for no effect and ±100 for the full control effect; nearly all actives have a fitted effect of over 65% in size
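IDH1-R132H (0.5 ug/mL) preincubated 30 min with compound, then NADPH (0.016 mM) and alpha-KG (2 mM) added; 80 min at RT, pH 7.5. Remaining NADPH coupled via diaphorase/resazurin to fluorescence (540/590 nm); concentration-response curves normalized to no-enzyme control.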
TRHR PAM – allosteric enhancers of human TRH receptor; TRHR cells, fluo-8 calcium fluorescence, EC20 TRH enhancement; enhancement, % at 2 µM; P34981; hit rate 0.66% among 360,000; in the data active = enhancement above about 30%; note: 0% is about no effect
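TRHR-expressing cells loaded with fluo-8 calcium dye were read kinetically (ex 480/em 530) during compound addition, then stimulated with an EC20 of TRH (10 nM final). Enhancement of the Gq-mediated intracellular calcium response was scored.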
Pin1 inhibitor – inhibitors of human Pin1. Q13526. Pin1 FP peptide displacement, HiFluor488, 10 min. Potency, µM (doses to about 115 µM), inactives show top-dose activity, negative = inhibition, usual class: inhibitors. hit rate 0.009% among 390,000. AID 504891; active = well fitted inhibition curve with a large enough effect in the polarisation, with a control signal flat, not every such curve was filed as active; inconclusive = small, poorly fitted or top-dose-only effect, or effect the other way, or a change in a side signal; inactive = no such curve, though single readings can be large or run the other way; the % refers to the polarisation; note: potency is the fitted concentration of half-maximal effect; % is set by controls: 0 for no effect and ±100 for the full control effect
Target sequence (Q13526 whole entry, looked up): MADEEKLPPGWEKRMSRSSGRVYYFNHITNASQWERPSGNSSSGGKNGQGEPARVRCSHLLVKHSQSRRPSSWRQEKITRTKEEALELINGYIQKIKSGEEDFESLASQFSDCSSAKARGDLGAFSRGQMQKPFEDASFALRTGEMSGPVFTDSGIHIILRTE
An asterisk follows results filed as active; ? = inconclusive; · = not tested or not shown; & = joins results of further samples; [ ] = another dose, or the depositor's remark. Unless noted, calls come from the whole dose curve; as a rule, active = well fitted inhibition curve with a large enough effect; inconclusive = small, poorly fitted or top-dose-only effect; inactive = no such curve, though single readings can be large or run the other way.

SMILES	USP1-UAF1 inh	TrxR1 inh	TrxR1 substrate	D2 agonist	TRHR agonist	D2 antagonist	IDH1 R132H inh	TRHR PAM	Pin1 inhibitor
COCCSc1ccccc1C(=O)Nc1ccncc1	-6%	17%	5%	1.1	-0.1	19	2%	-3	-1%
CC(C)NS(=O)(=O)c1ccc(NC(=O)Cc2ccsc2)cc1	-20%	15%	-1%	·	0.2	·	10%	0	3%
COC(=O)N/N=C/c1cccc(OC(=O)c2ccc3c(c2)OCO3)c1	-6%	21%[57.1 µM]	9%[57.1 µM]	1.1	0.0	3	4%	-8	0%
Cc1ccc2[nH]c(=O)c(CN(Cc3ccccc3)C(=S)NCCCN(C)C)cc2c1	-9%	-70%	11%[57.1 µM]	-0.2	0.3	-3	-1%	34*	0%
Cc1ccc(-n2c3nc(=O)[nH]c(=O)c-3cc3c(Cl)cccc32)cc1	-8%	-12%	22%	3.1	8.3	·	33%[activator]	1	-8%
NNC(=O)Cn1c(COc2ccc(Cl)cc2)nc2ccccc21	-9%	-18%	-10%	1.4	0.5	-25	0%	10	-6%
CSCCC(NS(=O)(=O)c1ccccc1F)C(=O)NCc1cccs1 (centres undefined)	-11%	3%	0%	0.0	0.1	5	6%	-3	14%
O=C(Nc1cccc(NC(=O)c2ccco2)c1)c1cnccn1	-6%	-1%	4%	-0.2	-0.5	-17	-9%	10	-1%
CCc1nn(CC(=O)NC2CCN(Cc3ccccc3)CC2)c(=O)c2cc3cc(F)ccc3n12	-17%	-11%	-7%	0.0	-0.2	-6	-5%	0	1%
O=C(Cc1cc(=O)[nH][nH]1)N/N=C/C=C/c1ccccc1	-11%	-34%	-5%	-1.6	-0.1	-12	-3%	-4	?
COc1ccc2c(c1)C(=O)C(=O)N2	-9%	-3%	-6%	1.0	0.3	18	8%	-2	-2%
Fc1ccc(-n2c(-c3ccco3)n[nH]c2=S)cc1	-17%	-20%	10%	1.1	0.0	0	-2%	6	2%
CC(C)CNC(C)C(=O)Nc1ccc(S(N)(=O)=O)cc1 (centres undefined)	-16%	19%[57.1 µM]	8%[57.1 µM]	0.7	-0.8	0	25%	-1	-4%
CCc1nc2ccccc2n1CCC(C)C	5%	-9%	-6%	-1.3	-1.0	6	-2%	2	-1%
O=C(O)c1ccccc1N=Nc1c(O)[nH]c2ccc([N+](=O)[O-])cc12	-20%	-4%	-13%	-0.3	1.5	-17	-2%	10	-7%
Cn1cnnc1SC(C(=O)c1ccccc1)c1ccccc1 (centres undefined)	-4%	-6%	-4%	-0.3	-0.5	5	9%	23	-4%
COc1ccc(-c2cc3nc4c(c(N5CCC6(CC5)OCCO6)n3n2)CCC4)cc1	-15%	20%	4%	-0.6	-0.1	-17	-11%	-11	4%
COCCNC(=O)c1onc(CSc2cccc(C)c2)c1C(=O)O	-24%	31%	9%	-1.1	-0.4	-14	-6%	1	-5%
c1ccc(Cc2nnc3sc(-c4ccccn4)nn23)cc1	-2%	?	-3%	0.4	0.1	-5	-7%	1	5%
Cc1ccc(C(=O)NCC(=O)Nc2cc(C)ccn2)cc1	-12%	3%	-9%	0.2	0.0	-3	2%	5	0%

An excerpt of these results, with values under each structure.
Every second line gives: USP1-UAF1 inh, TrxR1 inh, TrxR1 substrate, D2 agonist, TRHR agonist, D2 antagonist, IDH1 R132H inh, TRHR PAM, Pin1 inhibitor
> COc1ccc(-c2cc3nc4c(c(N5CCC6(CC5)OCCO6)n3n2)CCC4)cc1
  -15%, 20%, 4%, -0.6, -0.1, -17, -11%, -11, 4%
> COCCNC(=O)c1onc(CSc2cccc(C)c2)c1C(=O)O
  -24%, 31%, 9%, -1.1, -0.4, -14, -6%, 1, -5%

Other entries
SMILES	USP1-UAF1 inh	TrxR1 inh	TrxR1 substrate	D2 agonist	TRHR agonist	D2 antagonist	IDH1 R132H inh	TRHR PAM	Pin1 inhibitor
Cc1ccc(CNC(=O)CSc2nc3ccsc3c(=O)n2NC(=O)c2ccccc2)cc1	-11%	-13%	-7%	2.9	0.0	6	4%	10	-1%
COc1ccccc1N1CCN(C2CCCN(C(=O)CCc3ccccn3)C2)CC1 (centres undefined)	-1%	-6%	7%	0.5	0.4	13	7%	1	?
O=C(CCc1nnc(Cc2c[nH]c3ccccc23)o1)NC1CCCC1	-6%	-14%	4%	-0.7	-0.1	5	9%	1	2%
Clc1ccc(N2CCN(Cc3ccc(Br)o3)CC2)cc1	-12%	33%	8%	-0.4	-0.8	-5	18%	1	-6%
CCn1c(C)c(C)c2cc(C(=O)NCCN3CCCCCC3)ccc21	-24%	?	-6%	-0.3	-0.6	2	-2%	-1	13%
CCN(CC)c1nc(C)nc2c1cnn2CCc1ccccc1	-1%	7%[11.4 µM]	-4%[11.4 µM]	-0.1	-1.2	10	5%	-7	0%
Cn1cnc([N+](=O)[O-])c1NC(C)(C)C	-7%	17%[57.1 µM]	-16%	-0.3	0.4	3	0%	3	1%
CCc1c(C)sc2c1CCN(C(=O)Nc1cc(C)ccc1C)C2c1ccc(OC)cc1 (centres undefined)	-14%	24%[57.1 µM]	2%[57.1 µM]	0.7	0.4	·	-9%	0	12%
O=C(Nc1nccs1)c1ccc(COc2ccccc2Br)o1	-18%	29%	6%	1.5	0.1	5	-4%	0	8%
Cc1nc(NC(=O)c2ccc([N+](=O)[O-])cc2Cl)sc1C(=O)N(C)C	?	-17%	-7%	-0.3	-0.1	4	5%	8	-14%
COc1ccc(N2CCN(C(=O)Cc3nn(C)c(=O)c4ccccc34)CC2)cc1	-16%	20%[57.1 µM]	9%[57.1 µM]	1.6	0.4	1	6%	-2	4%
Cc1cccc(NCC(=O)N/N=C\c2c[nH]c3ccccc23)c1	-4%	11%[57.1 µM]	4%[57.1 µM]	-0.4	0.2	-12	4%	6	2%
CCC(C)NC(=O)Cn1nc(C(F)(F)F)c2c1CCC2 (centres undefined)	-11%	7%	8%	0.5	0.6	-19	9%	-3	-5%
CCCCOc1cccc(NC(=O)CSc2nncn2C)c1	-15%	-2%	-7%	0.1	-0.1	11	-1%	9	-5%
COc1ccccc1CNC(=O)CCCn1c(=O)c2ccccc2n(Cc2ccccc2C#N)c1=O	-8%	3%	1%	0.6	-2.2	·	10%	-2	-6%
O=c1cc(/C=C/c2ccccc2)oc2ccccc12	-11%	-7%[57.1 µM]	3%[57.1 µM]	-0.3	-1.5	2	9%	5	1%
CCc1cccc(NC(=O)CN(C)S(=O)(=O)c2cccc3cccnc23)c1	-19%&-2%	1%&10%	-4%&1%	2.1&1.2	0.9&1.5	-9	4%&-10%	2&-1	-7%&3%
NC(=O)c1ccc(NC(=O)COc2ccc(-n3cnnn3)cc2)cc1	-17%	7%	3%	-0.1	-0.3	18	-1%	1	1%
CC1CCN(S(=O)(=O)c2ccc3c(c2)c(=O)c(C(=O)NCc2ccco2)cn3C)CC1	-15%	-17%	-12%	1.8	0.5	3	?	1	14%
O=C(CCN1CCN(Cc2ccccc2)CC1)Nc1ccccc1Cl	-20%	7%	6%	1.1	0.1	3	-4%	-1	8%
O=C(c1ccc2c(c1)N(Cc1cccc(Cl)c1)C(=O)c1ccccc1S2=O)N1CCN(c2cccc(C(F)(F)F)c2)CC1 (centres undefined)	-18%	31%[57.1 µM]	-2%[57.1 µM]	-0.2	0.4	·	13%	0	8%
CCOC(=O)c1cnc2c(C)c(Cl)ccc2c1Nc1ccc(S(=O)(=O)Nc2ncccn2)cc1	·	·	·	-0.7	-0.5	1	·	0	·
CCOC(=O)C1=C(C(F)(F)F)Nc2ncnn2C1c1ccc(OC)c(OC)c1OC (centres undefined)	-11%	-3%	6%	2.4	-0.3	2	9%	2	5%
Cc1cccc(NC(=O)c2sc3nc4c(c(-c5cccs5)c3c2N)CN(C)CC4)c1	-8%	?	5%	·	0.8	·	1%	13	8%
CCCn1c(=N)n(CC(O)COc2cccc(C)c2)c2ccccc21 (centres undefined)	-14%	19%[0.457 µM]	5%[0.457 µM]	·	1.7	·	1%	0	-5%
COc1cc(NC(=O)C2CCN(S(=O)(=O)c3cnc[nH]3)CC2)cc(OC)c1OC	-1%	18%	6%	-0.9	-0.5	7	0%	-8	7%
CC1CCN(c2ccc3nnc(CCC(=O)Nc4cc(F)ccc4F)n3n2)CC1	-21%	12%	4%	0.8	-0.8	0	-3%	1	-5%
Cc1cc(C)c2c3c(sc2n1)C(=O)N(c1ccccc1C)CC(=O)N3	-11%	25%[11.4 µM]	9%[11.4 µM]	0.8	0.5	-4	6%	2	-8%
O=C(Nc1ccc(F)cc1)C1CC(=O)n2cnnc2N1 (centres undefined)	-15%	2%	-7%	4.5	-0.1	-2	6%	4	1%
O=C(CCCn1c(=O)c2cccn2c2ccccc21)NCc1ccccc1Br	-6%	36%[activator]	3%	0.1	0.2	·	15%	-4	-8%
CCn1c(=NC(=O)CS(=O)(=O)c2ccc(F)cc2)sc2cccc(OC)c21	-3%	-1%	0%	1.3	-0.6	14	2%	28	52%[activator]
O=C1CCC([N+](=O)[O-])C(c2ccccc2Br)N1 (centres undefined)	-18%	26%	2%	-2.1	0.1	10	-6%	-11	1%
O=C(C1CCCN(c2ncnc3c2nc2n3CCCCC2)C1)N1CCCCC1 (centres undefined)	-22%	26%	2%	0.8	-0.5	-5	-8%	0	0%
Cc1nn(C)c(C)c1NC(=O)CSc1nc(Cc2ccccc2)nc2c1cnn2-c1ccccc1	-7%	22%	-4%	·	·	·	0%	·	4%
O=S(=O)(c1ccc(F)cc1)c1nc(-c2ccco2)oc1Nc1ccc(F)cc1	-25%	11%	7%	-1.0	0.1	-11	4%	3	15%
Cc1ccccc1NC(=O)c1nc[nH]c1C(=O)NCc1ccccc1	-11%	2%[57.1 µM]	12%[57.1 µM]	0.1	0.3	0	7%	3	1%
O=C(c1cccc(S(=O)(=O)NCc2ccccc2)c1)N1CCN(c2cccc(C(F)(F)F)c2)CC1	-9%	-1%	-8%	0.6	0.4	-1	4%	7	0%

The list is partial; the hit share may differ from the screen's.
